# 12-LOX inh: ALOX12 (human) lipoxygenase inhibition; Potency, µM (doses to about 108 µM), for inactives: at the top dose activity change, negative = inhibition, most hits filed as inhibitors; P18054; actives 1.1% (n = 580,000); purified 12hLO, xylenol orange hydroperoxide absorbance; active = well fitted inhibition curve with a large enough effect; inconclusive = small, poorly fitted or top-dose-only effect, or another doubt; inactive = no such curve, though single readings can be large or run the other way
# Target sequence (P18054 whole entry, looked up): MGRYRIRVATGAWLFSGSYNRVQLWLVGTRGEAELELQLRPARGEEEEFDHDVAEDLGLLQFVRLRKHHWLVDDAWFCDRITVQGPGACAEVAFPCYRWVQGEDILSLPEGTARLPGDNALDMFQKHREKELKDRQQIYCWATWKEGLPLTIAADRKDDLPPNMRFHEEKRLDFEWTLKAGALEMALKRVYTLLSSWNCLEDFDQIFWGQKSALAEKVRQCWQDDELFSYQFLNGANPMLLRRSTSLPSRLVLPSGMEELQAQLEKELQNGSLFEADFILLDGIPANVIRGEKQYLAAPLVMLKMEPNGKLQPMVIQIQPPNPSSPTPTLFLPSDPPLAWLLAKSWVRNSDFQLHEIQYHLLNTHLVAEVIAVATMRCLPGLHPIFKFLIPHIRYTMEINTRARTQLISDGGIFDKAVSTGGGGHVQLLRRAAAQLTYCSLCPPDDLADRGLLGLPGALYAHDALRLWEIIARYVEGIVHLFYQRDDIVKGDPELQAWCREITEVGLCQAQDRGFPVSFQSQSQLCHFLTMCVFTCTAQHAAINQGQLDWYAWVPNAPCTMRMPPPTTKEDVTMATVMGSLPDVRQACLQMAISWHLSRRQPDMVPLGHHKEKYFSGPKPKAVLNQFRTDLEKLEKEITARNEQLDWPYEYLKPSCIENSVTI
#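 Purified human 12hLO (150 nM final) in 25 mM Hepes, 0.01% Triton X-100, pH 7.0 was preincubated 15 min at room temperature with compound. Then 40 uM arachidonic acid was added, 30 min. Hydroperoxide was read by Fe-XO absorbance ratio 573/405 nm.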
# Starred values were filed as active, the others as inactive; ? = inconclusive; [ ] = another dose, or the depositor's remark. % is scaled to controls: 0 for no effect and ±100 for the full control effect; potency is read from the fitted curve at half-maximal effect.
compound	12-LOX inh
COc1ccc(-c2noc([C@@H](C)NCc3ccc(F)cc3)c2C(=O)O)cc1	-18%[176 µM]
Cc1ccc(C(=O)Nc2ccc(Cl)c(C(F)(F)F)c2)c(Cl)c1	3%
COc1ccc(C(C(=O)Nc2ccc3c(c2)OCCO3)N(C)C(=O)Cc2cccs2)cc1 (stereo unspecified)	-31%
Cc1nc2cc(F)ccc2cc1C(=O)NCC1CCCCC1	?
c1cnc2nc(C3CCN(C4CCCCC4)C3)[nH]c2c1 (stereo unspecified)	47%[activator][176 µM]
CCc1ccc(-c2nc(SC(C(=O)N3CCCC3)c3ccccc3)n[nH]2)cc1 (stereo unspecified)	-28%
Cc1nc2nc(N)nn2c(C)c1CCC(=O)NCCC(C)C	2%
CCOCCn1nc(C)cc1C(=O)NC1CC(c2cc(=O)[nH]c(N)n2)C1 (stereo unspecified)	-15%
O=C(NC(c1ccccc1)c1ccccn1)C1CCN(CC(F)(F)F)CC1 (stereo unspecified)	-23%
O=C(NCc1ccc(F)cc1)c1cc2c(s1)CCN(C(=O)c1ccc(F)cc1)C2	37%
COc1ccc2cc(CNC(=O)CNC(=O)c3ccccc3)ccc2c1	?
Cc1nnsc1C(=O)N[C@H]1CCN(C(=O)c2cccn2C)[C@H](C(=O)N[C@H](Cc2ccccc2)C(N)=O)C1	2%
COc1ccc2oc(C(=O)OCC(=O)c3ccc4c(c3)OCO4)c(C)c2c1	-27%
CCOc1ccccc1CN1CCC(Cc2nc(-c3cccnc3)n[nH]2)C1 (stereo unspecified)	85%[activator]
O=C1Nc2ccccc2CC12CCCN(Cc1ccc(C(F)(F)F)cc1)C2 (stereo unspecified)	4%[6.33 µM]
CS(=O)(=O)N1CCN(C(=O)C2CC(=O)N(c3n[nH]c4ccccc34)C2)CC1 (stereo unspecified)	46%
CN(C)C(=O)CN1C(=O)CO[C@H](c2ccc(NC(=O)c3ccc(C(F)(F)F)cc3)cc2)[C@H]1CO	24%
CCOc1ccccc1CN1CCC2(CCN(C(=O)Nc3ccc(Cl)cc3)CC2)Oc2ccccc21	?
CC(C)(C)C(=O)c1c(N)[nH]c(C(=O)c2ccccc2)c1-c1cc2ccccc2nc1Cl	?
Cc1[nH]c2ccccc2c1CC(=O)N1CC[C@@](O)(C2CCOCC2)[C@H](C)C1	-9%
COc1ccc2[nH]c3c(c2c1)CCN(C)C31CCN(C(=O)c2ccco2)CC1	23%
CC(C)(Oc1ccc(Cl)cc1)C(=O)N1CCN(c2nccs2)CC1	-81%
CCc1noc([C@@H]2CC(F)(F)CN2C(=O)C2CCNCC2)n1	46%[activator]
Cc1cc(S(=O)(=O)N2CCN(C3CCN(CCc4ccccc4)C3=O)CC2)ccc1F (stereo unspecified)	3%
CCCN(CC1CCOC1)C(=O)NC1CCCC1 (stereo unspecified)	45%[activator]
CCN1CCC(=O)C(C)C1C (stereo unspecified)	?
CCCOc1nc2ccccc2nc1N1CCC(C(=O)Nc2cccc(F)c2)CC1	-26%
CC(=O)N1CCC(Cc2ccc(C(=O)N(C)C)cc2)CC1	23%
C[S+](=O)([O-])N1CCC(Cn2ccc3c(N4CCOCC4)nc(-c4cncnc4)cc32)CC1	34%[activator]
COc1ccc(-c2ocnc2C(=O)Nc2cccc(OC)c2)cc1	2%

# Of the compounds above, 2 have a thiophene ring, fused or not.
compound	12-LOX inh
COc1ccc(C(C(=O)Nc2ccc3c(c2)OCCO3)N(C)C(=O)Cc2cccs2)cc1 (stereo unspecified)	-31%
O=C(NCc1ccc(F)cc1)c1cc2c(s1)CCN(C(=O)c1ccc(F)cc1)C2	37%

# Some of these compounds in order of the 12-LOX inh value, largest number first:
compound	12-LOX inh
COc1ccc2[nH]c3c(c2c1)CCN(C)C31CCN(C(=O)c2ccco2)CC1	23%
COc1ccc(-c2ocnc2C(=O)Nc2cccc(OC)c2)cc1	2%
CCc1ccc(-c2nc(SC(C(=O)N3CCCC3)c3ccccc3)n[nH]2)cc1 (stereo unspecified)	-28%

# An excerpt taken from the entries so far:
compound	12-LOX inh
C[S+](=O)([O-])N1CCC(Cn2ccc3c(N4CCOCC4)nc(-c4cncnc4)cc32)CC1	34%[activator]
COc1ccc(-c2ocnc2C(=O)Nc2cccc(OC)c2)cc1	2%

# Further results follow.
compound	12-LOX inh
O=S(=O)(c1ccccc1)N1CCC2(CC1)CN(C(c1ccccc1)c1ccccc1)C2	-6%[57.4 µM]
Cc1cc(F)ccc1-c1[nH]nc2ncc(-c3ccccc3)nc12	-2%[176 µM]
C=CCN1CC2(CCC1=O)CCN(C(=O)C1CC=CCC1)CC2 (stereo unspecified)	13%
COC(=O)C(=O)N[C@H]1C[C@@H](Cc2cc(CC(C)C)on2)C1(C)C	23%[176 µM]
O=C1CCN(C(=O)C2CCOCC2)CCCC(c2nc(-c3ccccc3)no2)CCN1 (stereo unspecified)	50%[activator]
CCc1c(C)sc(NC(=O)c2ccc(C)s2)c1C(N)=O	-27%
Cc1nn(-c2ccc(N3CCOCC3)nn2)c(C)c1CCC(=O)NCc1ccco1	-4%
Cc1ccc(C)c(NC(=O)NC(=O)C(F)(F)F)c1	?
CN(Cc1cccnc1)c1nc2c(c(=O)[nH]1)CCN(Cc1ccc(Br)o1)CC2	48%[activator]
COc1ccc(-n2c(=O)c(C)nc3cnc(OC)nc32)cc1	?
CC(C)(C)c1ccc(OCCn2cc(C(=O)C(F)(F)F)c3cc(Br)ccc32)cc1	6%
C[C@@H]1CN(C(=O)Cc2cc3c(cc2Cl)OCCO3)C[C@]1(C)O	24%
CCC1C(=O)NCCN1Cc1ccc2c(c1)CN(Cc1cccn1-c1ccc(Cl)cn1)CCO2 (stereo unspecified)	35%[activator]
O=C(C1CCCC1)N1CCC(Cc2nncn2CC2CC2)C1 (stereo unspecified)	-2%
COc1cccc(CN2C(=O)OC3(CCN(C(C)=O)CC3)C2(C)c2cccnc2)c1 (stereo unspecified)	24%[176 µM]
C[C@H]1[C@@H]2C[C@@]3(O[C@H](c4ccc(C(F)(F)F)cc4)N=C3C[C@@H]1c1ccccc1)N(Cc1ccncc1)C2=O	4%
Cc1noc(C)c1S(=O)(=O)N1C[C@@H](F)C[C@H]1C(=O)N1CCCCC1	29%
CCOc1ccc(-c2cc3c(=O)n(CCNC(=O)c4ccccc4)ccn3n2)cc1	44%[activator]
O=C(NC1CCCCC1)C1c2ccccc2OCC(=O)N1Cc1ccco1 (stereo unspecified)	8%
Cc1ccc(CN2C(=O)[C@@H]3C[C@@H](O)CN3C3(CN(CC4CCCCC4)C3)C2=O)o1	-5%[176 µM]
CC(Oc1ccc(Cl)c(Cl)c1)C(=O)NN (stereo unspecified)	29%
COC(=O)[C@]12CCCCC=C1N(Cc1ccc(Cl)cc1Cl)C(=O)[C@H](CC(=O)NCc1cccc3ccccc13)C2	0%
CCOC(=O)NC(C(=O)O)C(C)C (stereo unspecified)	-18%
Cc1ccc(CC(=O)N2CCC(c3n[nH]c(=O)n3Cc3ccc(F)cc3)CC2)cc1	?
O=C(NC1CC1)c1ccc2nnc(C3CC3)n2c1	-1%[12.5 µM]
CCc1cccc(C)c1NC(=O)c1cc(=O)c2ccccc2o1	4%
CC(=O)N1CCN(C(=O)C2(C)CCc3cnc(Nc4ccccc4)nc32)CC1 (stereo unspecified)	9%[176 µM]
CCCCCCCCN1C(=O)[C@H](CC(=O)NCCCCc2ccccc2)C[C@@]2(C(=O)OCC)CCCC=C12	?
COC(=O)c1ccc(COC(=O)Cc2coc3cc4c(cc23)CCC4)o1	0%
Cc1cc(=O)n(CC(=O)Nc2c(C)cccc2C)c(-c2ccc(F)cc2)n1	?
Cc1cccc(OCCc2noc(C3CCCCN3)n2)c1 (stereo unspecified)	49%[activator]
O=C(COc1cccc(-n2cnnn2)c1)Nc1ccccc1Sc1ccccc1	0%
O=[S+]([O-])(c1cccnc1)c1nnn2c1nc(N1CCC(F)CC1)c1ccccc12	9%[6.33 µM]
O=S1(=O)c2ccc(Br)cc2OC[C@@H](Cc2ccccc2)N1Cc1cn(CC2CCCCC2)nn1	17%
CC(C)c1ccc(NC(=O)CSc2nc3ncc(Cl)cc3[nH]2)cc1	-8%
CCCCc1ccc(NC(=O)CN2C(=O)C(c3ccccc3)=NC23CCCC3)cc1	?
CC(C)(C)n1nnnc1C(c1cc2ccccc2o1)N1CCCC1 (stereo unspecified)	-6%
CCOc1ccc(C(=O)N2CCN(c3cc(-c4ccc(Cl)cc4)[nH]n3)CC2)cc1	30%[activator]
CCCCN1C(C)=NC(C(F)(F)F)(C(F)(F)F)C2=C1CC(C)(C)CC2=O	-5%
Cc1csc(NC(=O)c2occc2-c2ccccc2)n1	-21%
CC(C(=O)Nc1ccccc1OC(F)F)N(C)CC(=O)Nc1ccc(F)cc1 (stereo unspecified)	15%
CN(C)C(=O)c1ccc2c(c1)n(Cc1ccc(F)cc1)c(=O)c1ccnn12	8%
O=C([C@@H]1C[C@H](Oc2ccccc2)CN1C(=O)CCCc1ccccc1)N1CCOCC1	-5%
COc1ccccc1NC(=O)COc1ccc2c(=O)c(-c3ccccc3)c(C)oc2c1	13%
Cc1ccc2c(c1)C(O)(CC(=O)c1ccccc1F)C(=O)N2 (stereo unspecified)	-5%
N#Cc1nc(-c2ccco2)oc1N1CCN(CC(=O)N2CCCCC2)CC1	0%
CNC(=O)[C@@H]1CN(C(=O)c2ccoc2)C[C@H]1COC	-8%
O=C(c1cc(F)ccc1F)N1CC(c2nnc(-c3ccncc3)o2)C2(CCOCC2)C1 (stereo unspecified)	15%
CCn1c(NCC(O)c2ccccc2)nc2c1c(=O)n(C)c(=O)n2C (stereo unspecified)	58%[activator]
NC(=O)CNC(=O)c1cc2n(n1)CC(c1ccc(Br)cc1)OC2 (stereo unspecified)	-2%
CC(C)(C)CC(=O)N1CC[C@@H](CC(=O)O)[C@@H](CCN2CCN(c3cccc(C(F)(F)F)c3)CC2)C1	10%
CC(C)OCCCNC(=O)C1CC(=O)N(c2n[nH]c3ccccc23)C1 (stereo unspecified)	17%
Cc1cc(C)cc(C(=O)Nc2ccc3c(N4CCCC4)ncnc3c2)c1	10%
CC(=O)N1CCC(NC(=O)/C=C/c2cnc3ccccc3n2)CC1	58%[activator]
CCOc1ccc(NC(=O)c2ccc3c(c2)N(CC)C2CCCN2C3=O)cc1 (stereo unspecified)	?
C=C1Cc2c(Cl)cc3[nH]c4c5c3c2[C@@]2(O)[C@@H]1C[C@@H]2C(C)(C)O[C@H]5[C@@H]1CC[C@@]2(O)[C@@]35O[C@@H]3[C@@H](O)[C@@H](C(=O)O)O[C@H]5CC[C@]2(C)[C@@]41C	?
Cc1ccc(-c2cc(C(=O)N3CCOCC3)c3ccccc3n2)s1	?
CCc1cc2c(nc1CC)CCCN2Cc1ccccc1C(F)(F)F	-16%
CCn1ccc(C(=O)N2CCC(N3C(=O)C(OC)C34CCOCC4)CC2)n1 (stereo unspecified)	59%[activator]
Cc1ccc(NCc2c(C#N)c3ccccc3n2C)cc1	-1%

# 2 compounds drawn at random from the list so far, as already listed:
compound	12-LOX inh
CC(Oc1ccc(Cl)c(Cl)c1)C(=O)NN (stereo unspecified)	29%
Cc1nnsc1C(=O)N[C@H]1CCN(C(=O)c2cccn2C)[C@H](C(=O)N[C@H](Cc2ccccc2)C(N)=O)C1	2%

# Later entries:
compound	12-LOX inh
Brc1ccc2[nH]c3c(c2c1)CCCCC3	?
CCc1ccc(C(=O)N2CCC3(CC2)N(c2ccccc2)C(=O)CS3(=O)=O)cc1	16%
CN(C)c1ccc(CN2CC[C@H](c3nc4cc(Cl)ccc4o3)C2)cc1	3%[176 µM]
CCC(Cc1ccccc1)NC(=O)CS(=O)(=O)Cc1nc(-c2ccc(C)cc2)oc1C (stereo unspecified)	?
Cc1ccc(OCC(=O)Nc2nc(-c3ccc(Br)s3)ns2)cc1C	11%
CCOCCCNC(=O)c1cc(C2CC2)nc2ccccc12	31%[activator]
CN1CC(=O)N(C2CCC2)Cc2c(NCc3ccccc3)ncnc21	7%
CCOc1ccccc1CN1CCCOCCNC(=O)CC1	54%[activator]
CC(C)C(=O)N1CCc2nnc([C@@H]3C[C@@H](O)CN3C)n2CC1	-17%
Cc1cccc(S(=O)(=O)N2CCCC(Cn3cc(CO)nn3)C2)c1 (stereo unspecified)	-19%
O=C(Cc1ccc([N+](=O)[O-])cc1)NCCc1c[nH]c2ccccc12	0%
COc1cc2c(c(OC)c1OC)C1(CCCCC1)CC2NS(=O)(=O)C(C)C (stereo unspecified)	1%
COc1cc(OC)c2c(C)c(CC(=O)Nc3cccc(F)c3)c(=O)oc2c1	-4%
O=C1CCC2(CCN(C/C=C/c3ccccc3)CC2)CN1CCCn1ccnc1	56%[activator]
CN1c2cc(C(=O)Nc3ccc(Cl)c(Cl)c3)ccc2C(=O)N2CCCCCC21 (stereo unspecified)	-2%
COc1cccc(NC(=O)N2CCOc3ccc(Cl)cc32)c1	79%[activator]
COc1ccc(C(=O)O)cc1S(=O)(=O)NCC(=O)O	?
O=S1(=O)CCN(Cc2c(F)cccc2F)c2c(F)nc(N3CCOCC3)c(F)c21	?
COc1ccc(-c2cc(=O)n3[nH]c(C(F)(F)F)nc3n2)cc1	?
CN(CC(=O)NC(C)(C)C)Cc1ccc(C#N)cc1	49%[activator]
CCN(C(=O)COC(=O)c1cc2ccccc2oc1=O)c1ccccc1	0%
CCN(CC)S(=O)(=O)c1ccc(NC(=O)CSc2nc3ccccc3n2CC)cc1	-1%
CC(CNC(=O)NCc1ccc(F)cc1)CN1CCN(C)CC1 (stereo unspecified)	13%

# Compound activity deposited in PubChem by National Center for Advancing Translational Sciences (NCATS).

# The list is partial (hit frequency here may not be typical).
